Bioassay records from PubChem.
Cdc42 wt GTP: modulators (inhibitors or activators) of GTP binding to human Cdc42 wildtype; percent activity (GTP binding), % at 10 µM; P60953; GST-Cdc42 beads, Bodipy-GTP binding, flow cytometry; actives lie on both sides; 0.2% of 190,000 active;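 active = percent activity GTP binding at least 20 points away from the 100% baseline, either down as inhibitor or up as activator; inconclusive = compound flagged as likely green fluorescent from well-wide comparison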;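 also: median bead fluorescence of bound Bodipy-FL-GTP at 100 nM; 0% = excess unlabeled GTP control and 100% = no compound control; below 100% means less GTP binding so inhibitor and above means activator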
ABCB1 inh: human ABCB1 inhibition, ABCG2 as counter-screen; P08183; CCRF-Adr cells, JC-1 efflux, flow cytometry; inhibition, % at 6.6 µM; 0.067% of 190,000 active; AID 1326; in the data active = inhibition above about 40%;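 also: 0% = vehicle and 100% = reference inhibitor; higher value means more JC-1 retained so stronger ABCB1 efflux block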
Target sequence (P08183 whole entry, looked up): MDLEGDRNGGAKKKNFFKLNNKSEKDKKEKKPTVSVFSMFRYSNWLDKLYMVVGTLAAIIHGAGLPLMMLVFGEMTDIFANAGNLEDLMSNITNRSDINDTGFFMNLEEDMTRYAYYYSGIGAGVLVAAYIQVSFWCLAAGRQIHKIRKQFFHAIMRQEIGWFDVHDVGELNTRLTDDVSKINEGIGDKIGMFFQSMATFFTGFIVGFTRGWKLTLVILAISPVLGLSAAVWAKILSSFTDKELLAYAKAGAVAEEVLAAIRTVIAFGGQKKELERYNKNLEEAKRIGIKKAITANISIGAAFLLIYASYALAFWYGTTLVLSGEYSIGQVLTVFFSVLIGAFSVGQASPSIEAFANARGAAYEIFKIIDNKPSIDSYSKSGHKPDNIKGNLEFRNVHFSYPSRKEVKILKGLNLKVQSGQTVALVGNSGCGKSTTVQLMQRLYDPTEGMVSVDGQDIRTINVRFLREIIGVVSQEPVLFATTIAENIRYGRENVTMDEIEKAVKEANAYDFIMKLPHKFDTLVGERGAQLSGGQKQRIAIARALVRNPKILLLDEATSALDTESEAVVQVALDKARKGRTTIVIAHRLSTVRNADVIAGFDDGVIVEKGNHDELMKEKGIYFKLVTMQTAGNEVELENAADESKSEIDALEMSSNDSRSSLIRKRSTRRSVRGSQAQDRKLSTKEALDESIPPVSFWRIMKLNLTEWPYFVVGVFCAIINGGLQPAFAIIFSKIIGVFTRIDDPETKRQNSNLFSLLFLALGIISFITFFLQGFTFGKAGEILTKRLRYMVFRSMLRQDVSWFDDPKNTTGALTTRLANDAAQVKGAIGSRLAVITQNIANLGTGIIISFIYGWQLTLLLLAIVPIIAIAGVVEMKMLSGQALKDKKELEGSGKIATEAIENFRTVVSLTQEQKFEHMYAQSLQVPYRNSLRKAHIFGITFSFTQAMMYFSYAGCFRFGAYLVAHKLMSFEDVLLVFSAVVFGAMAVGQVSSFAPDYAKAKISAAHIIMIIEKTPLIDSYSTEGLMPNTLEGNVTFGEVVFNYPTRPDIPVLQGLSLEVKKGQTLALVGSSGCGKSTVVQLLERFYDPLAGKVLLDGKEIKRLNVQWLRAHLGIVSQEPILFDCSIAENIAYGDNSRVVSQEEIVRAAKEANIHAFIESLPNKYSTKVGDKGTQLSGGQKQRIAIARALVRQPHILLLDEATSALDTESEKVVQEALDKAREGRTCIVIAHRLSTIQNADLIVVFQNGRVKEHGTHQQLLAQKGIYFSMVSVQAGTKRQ
Pf gamet viab: inhibitors of late stage P. falciparum gametocyte viability; P. falciparum stage V gametocytes, ATP luminescence, 24 h; inhibition, % at 10.9 µM; 0.065% of 150,000 active; AID 743093;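 active = inhibition above the mean plus 3 SD of compounds within the control limits, set per campaign, cut at about 38% in these data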;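 also: 0% = DMSO wells and 100% = medium only without gametocytes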
ABCG2 inh: blocks JC-1 efflux by human ABCG2 transporter. AID 1325. 0.1% of 190,000 active. IgMXP3 cells, flow cytometry. inhibition, % at 6.6 µM. Q9UNQ0;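 active = inhibition above 80%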;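 also: 0% = DMSO and 100% = nicardipine control wells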
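Test system: IgMXP3 (ABCG2) plus far-red-tagged CCRF-Adr (ABCB1) cells / Amount: 3 million cells/mL in well / Reagent: JC-1 transporter substrate / Timing: 10 min compound exposure, 25 °C / Signal: flow cytometry, 530 nm JC-1 signal / Read-out: percent efflux inhibition, scaled nicardipine 100% to DMSO 0% / Benchmarks: nicardipine as high control, DMSO as low control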
Rab2 wt GTP: changes GTP binding to wildtype dog Rab2A, up or down; P61105; GST-Rab2 wt beads, Bodipy-GTP binding, flow cytometry; 0.19% of 190,000 active; GTP binding activity, % at 10 µM;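 active = GTP binding activity at least 20 points away from 100%, either lowered or raised; inconclusive = signal likely due to the compound's own green fluorescence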;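 also: 0% = beads with excess unlabeled GTP and 100% = no-compound control corrected for plate trend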
Avidin fluor: avidin bead compound fluorescence profile; AID 1775; fluorescence (KMESF) at 10 µM; 0.38% of 220,000 active; Avidin beads, compound fluorescence 488/530 nm, flow cytometry; hits give high values; in the data active = fluorescence above about 47; also: inactives centre near 10
HRas wt GTP bind: human HRas wildtype GTP binding, change in either direction; AID 759; 0.14% of 190,000 active; GTP binding activity, % at 10 µM; P01112; GST-Ras wt beads, Bodipy-FL-GTP binding, flow cytometry; actives lie on both sides;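 active = GTP binding activity at least 20% away from the 100% baseline, either lowered as inhibitor or raised as activator; inconclusive = flagged as likely green fluorescent, judged across all proteins in the well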;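 also: 0% = unlabeled GTP competition control and 100% = no-compound control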
Rab7 wt modul: alters GTP binding to wildtype dog Rab7; GST-Rab7 beads, fluorescent GTP binding, flow cytometry; actives lie on both sides; untreated = 100%, excess cold GTP = 0%; GTP binding activity (percent of control), % at 10 µM; 0.055% of 190,000 active;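 active = fluorescent GTP binding to Rab7 beads changed by at least 20 points from the 100% baseline, either direction, mostly lower; inconclusive = compound itself probably fluorescent, or too few beads counted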;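 also: median green fluorescence of bound Bodipy-FL-GTP per Rab7 bead population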
GSH fluor: GSH bead compound fluorescence profile; GSH beads flow cytometry, compound fluorescence 488/530 nm; hits give high values; fluorescence (KMESF) at 10 µM; 0.25% of 190,000 active; in the data active = fluorescence above about 89;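 also: glutathione beads carrying GST-tagged Bcl family fusion proteins plus one bare bead set; values are compound well signal with DMSO vehicle wells as background; inactives centre near 16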
Rac1 wt GTP bind: alters GTP binding to wildtype human Rac1; 0.27% of 190,000 active; P63000; AID 757; GTP binding activity (% of control), % at 10 µM; GST-Rac1 beads, fluorescent GTP binding, flow cytometry; actives lie on both sides; 0 = cold GTP competed, 100 = untreated;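 active = GTP binding activity at least 20 points away from the 100% control level, either lower or higher; inconclusive = compound flagged as likely green fluorescent, judged across all proteins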
Rac1 mut GTP: human Rac1 activated mutant GTP binding change; P63000; GST-Rac1 activated beads, fluorescent GTP binding, flow cytometry; actives lie on both sides; 100% means binding = to untreated wells; percent activity (GTP binding), % at 10 µM; 0.11% of 190,000 active;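 active = GTP binding at least 20 percentage points away from the 100% baseline, in either direction, so actives lie on both sides; inconclusive = Compound likely fluorescent itself, or too few beads counted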
Active calls of the source: *; ? = inconclusive; / = no result given.

SMILES	Cdc42 wt GTP	ABCB1 inh	Pf gamet viab	ABCG2 inh	Rab2 wt GTP	Avidin fluor	HRas wt GTP bind	Rab7 wt modul	GSH fluor	Rac1 wt GTP bind	Rac1 mut GTP
CCN(CC)c1ccc(/C=C2\C(=O)c3ccc(C(=O)O)cc3C2=O)cc1	96	88*	/	135*	97	13	97	95	306*	98	92
COCCNC(=O)c1onc(CSc2ccc(F)c(F)c2)c1C(=O)O	102	0.3	21	5	101	10	103	99	22	103	98
COc1ccc(CCNC(=O)c2ccc(CNS(=O)(=O)c3ccccc3)cc2)cc1OC	100	1.5	/	17	102	8	102	98	4	108	101
CC12CC(NC(=O)N1c1cccc(C(=O)N3CCN(c4ccccn4)CC3)c1)c1ccccc1O2 (stereo not given)	102	0.4	/	2	102	40	102	103	17	103	99
O=C1OC(N2CCN(C/C=C/c3ccccc3)CC2)c2ccccc21 (stereo not given)	106	/	/	/	105	15	105	106	17	107	102
CC(C(=O)NCC1(c2ccccc2)CCCC1)N1CCCC1 (stereo not given)	103	0.3	16	1	98	34	97	96	26	96	96
COc1cc(CCC(=O)Nc2cc(Cl)ccc2N2CCN(C)CC2)cc(OC)c1OC	95	3.9	/	6	96	18	94	96	24	96	97
CCOc1ccnc(OCC)c1Br	102	2.1	23	20	100	12	97	95	22	103	98
O=C(c1ccccc1Nc1ccc(SC(F)F)cc1)N1CCCCCC1	96	0.4	/	1	101	23	100	104	51	99	97
CC(Sc1nc2cc(Cl)ccc2s1)C(=O)Nc1ccc2c(c1)OCO2 (stereo not given)	97	4.4	-13	0	95	9	97	95	16	98	93
COC(=O)c1cc(C(=O)c2ccc(C(C)(C)C)cc2)c[nH]1	96	0.9	4	14	96	7	97	99	18	101	95
O=C(COc1cccnc1[N+](=O)[O-])N1CCN(S(=O)(=O)c2ccccc2)CC1	104	0.9	/	16	102	8	100	100	18	105	99
O=C(/C=C/c1ccc(Cl)cc1Cl)NC(=S)Nc1ccc(CN2CCOCC2)cc1	100	-0.2	-10	-2	101	6	99	99	17	101	99
CC1=NOC2(C1)/C(=N/O)CCC/C2=N\O (stereo not given)	104	0.1	/	1	102	8	102	101	7	107	103
Cc1ccc(-n2nnc(-c3cc4ccccc4n3C)n2)cc1	94	0.9	7	2	97	4	95	100	21	93	95
O=C(/C=C/c1cccs1)NC1CCS(=O)(=O)C1 (stereo not given)	95	0.5	9	2	95	10	98	99	24	103	96
CCN1CCCC1CNC(=O)c1cc2c(C)nc3ccccc3c2o1 (stereo not given)	102	0.1	/	7	99	9	100	100	33	100	98
Cc1cccc(NC(=O)c2cc(=O)c3ccccc3o2)n1	104	0.8	/	6	98	31	100	94	12	100	97
Cc1ccccc1CC1(CO)CCCN(C(=O)CCC(=O)c2ccccc2)C1 (stereo not given)	95	1.7	8	3	98	3	98	101	11	98	96
O=Cc1cn(CC(=O)NCC2CCCO2)c2ccccc12 (stereo not given)	103	0.3	6	2	101	8	103	103	17	106	99
O=C(CSc1nc2ncc(Cl)cc2[nH]1)NCCc1ccc(F)cc1	100	0.9	/	17	101	9	100	112	18	107	95
Cn1cccc1/C=N/NC(=O)c1ccn[nH]1	102	-0.1	8	-1	101	6	102	101	10	104	100
CCSc1nnc(NC(=O)[C@H](C)N2C(=O)C3CC=CCC3C2=O)s1 (stereo not given in full)	95	3.0	9	4	99	8	100	101	14	100	95
CCCn1c(O)c(N=Nc2ccc3ccccc3n2)c2ccccc21	99	1.4	5	-1	98	4	101	100	18	105	100
CCN1C(=O)CC(NNC(=O)c2ccc(Cl)cc2)C1=O (stereo not given)	107	-0.1	1	0	105	31	106	109	22	108	101
CC(=O)Nc1ccc(NC(=O)C(OC(=O)c2ccccc2)C(OC(=O)c2ccccc2)C(=O)O)cc1 (stereo not given)	92	0.3	-2	2	95	7	94	103	19	98	93
C=CCOc1ccc(/C=N/NC(=O)C(C)Sc2ccccn2)cc1OC (stereo not given)	?	1.1	-8	15	?	9	?	?	11	?	?
Cc1nc(NC(=O)c2ccccc2)sc1-c1csc(Nc2ccc(Cl)cc2)n1	103	-0.8	/	-2	101	34	101	99	14	100	99
O=C(CCCC(=O)N(CC(=O)NC1CCCCC1)CC1CCCO1)Nc1ccccn1 (stereo not given)	107	-0.1	/	0	106	8	106	103	19	104	100
O=C(N1CCN(c2ccccn2)CC1)N1c2ccccc2Sc2ccccc21	95	0.1	-1	-5	96	12	98	98	31	97	92
Cc1ccc(/C=N\Nc2nc3ccc(Cl)cc3[nH]2)o1	102	0.0	/	3	100	14	100	95	17	98	100
CC(C)NC(=O)c1ccc2c(c1)N(CC(=O)N1CCOCC1)C(=O)C(C)(C)O2	100	0.8	13	2	101	8	100	103	9	98	95
COC(=O)c1cccc(NC(=O)CSc2nnc(COc3ccccc3)n2C)c1	105	0.8	/	5	104	5	104	102	43	107	102
CN(C)c1ccc(NC(=S)NC(=O)/C=C/c2ccco2)cc1	103	0.5	5	7	103	19	102	106	15	107	104
CC(=O)NC(C)c1nc2ccccc2n1Cc1ccccc1F (stereo not given)	102	0.1	/	0	96	21	100	99	17	104	99
COc1ccc(CCNC(=O)C(=O)NCc2ccccc2C)cc1OC	100	0.6	-3	17	100	9	100	105	22	101	97
CC(C)N(Cc1ccccc1)C(=S)NC1CCCCC1	99	2.6	10	5	99	10	99	103	14	99	95
O=c1c2c3c(sc2ncn1/N=C/c1ccncc1)CCCC3	89	1.5	8	16	92	11	93	98	10	86	88
O=C(Nc1nnc(-c2ccc3c(c2)CCCC3)o1)c1ccc(Cl)cc1Cl	98	-2.5	/	-3	97	8	98	97	21	100	96
COc1cc(/C=C\C(=O)OCn2nnc3ccccc3c2=O)cc(OC)c1OC	99	1.4	/	2	97	13	97	103	13	99	94
Cn1nnnc1SCc1csc(C2C(C#N)=C(N)OC3=C2C(=O)CCC3)c1 (stereo not given)	97	1.4	-18	17	96	9	97	93	12	97	95
CCC(=O)N/N=C(\C)CC(=O)Nc1ccc(Cl)cc1	100	0.4	3	11	100	4	103	102	24	105	96
O=S(=O)(c1ccc(C2CCCCC2)cc1)N1CCOCC1	101	-0.9	-21	-2	98	4	100	100	19	105	97
CCCCC(=O)Nc1nn(C)c2nc3c(C)cccc3cc12	103	0.1	-4	1	106	7	104	106	25	108	102
O=C1CSC(c2ccccc2[N+](=O)[O-])N1c1ccc(O)cc1 (stereo not given)	98	1.2	/	8	98	7	99	103	15	100	98
COC(=O)c1ccc(C(=O)OC)c(NC(=S)N2CCCCC2)c1	104	0.7	/	9	100	22	101	101	17	106	98
O=C(CN1CCN(C2CCCCC2)CC1)Nc1ccccc1N1CCCCC1	105	1.1	/	2	107	13	107	106	15	103	102
Cc1nn(-c2ccccc2)c(C)c1C(=O)OCC(N)=O	94	1.0	6	4	95	25	96	98	22	96	96
CC(C)c1ccccc1OCC(=O)NN1C(=O)c2ccccc2C1=O	97	1.3	-14	5	99	21	101	104	11	102	96
O=C(Nc1nc(-c2ccc(-c3ccccc3)cc2)cs1)C1=COCCO1	104	-0.5	-1	2	100	10	101	100	13	106	99
CCO[C@H]1OC(C(=O)N2CCOCC2)=C[C@@H](c2cn(C(C)=O)c3ccccc23)[C@@H]1CCCO	99	1.6	1	1	97	5	96	97	20	98	97
Cc1cc2cc(CN(CCCN3CCOCC3)C(=O)NC3CCCCC3)c(=O)[nH]c2cc1C	102	/	1	/	100	5	101	101	17	101	98
Cc1ccc(O)c(C2=NCCNC(C(F)(F)C(F)F)=C2)c1	105	-0.9	19	4	100	8	103	102	42	110	99
Cc1cc(C)n(-c2nc3c(c(=O)[nH]c(=O)n3C)n2CCc2ccccc2)n1	103	0.5	-13	1	103	7	103	99	68	99	99
Cc1ccc(N(C(C)C(=O)O)S(=O)(=O)c2c(C)[nH]c(=O)[nH]c2=O)cc1 (stereo not given)	105	0.3	/	1	104	17	106	101	22	109	101
S=C(Nc1cccc2ccccc12)NC1CCCCC1	97	0.2	-56	1	96	21	96	95	11	95	96
COCC(C)Nc1ccc(S(=O)(=O)N2CCCC2)cc1[N+](=O)[O-] (stereo not given)	97	1.4	3	3	99	6	102	108	12	102	92
CCCCc1ccc(C(=O)NC(C(=O)O)C(C)C)cc1 (stereo not given)	98	0.3	/	1	99	19	100	100	51	98	97
COc1ccc2cc(CN(CC3CCCO3)S(=O)(=O)c3ccccc3)c(=O)[nH]c2c1 (stereo not given)	102	0.1	/	0	102	6	101	104	11	107	101
CS(=O)(=O)N1CCC(C(=O)O)CC1	?	0.3	-7	3	?	13	?	?	13	?	?
Carrying on:
SMILES	Cdc42 wt GTP	ABCB1 inh	Pf gamet viab	ABCG2 inh	Rab2 wt GTP	Avidin fluor	HRas wt GTP bind	Rab7 wt modul	GSH fluor	Rac1 wt GTP bind	Rac1 mut GTP
Cc1ccc(C(c2nnnn2CS(=O)(=O)c2ccc(C)cc2)N2CCC(C)CC2)cc1 (stereo not given)	103	1.8	/	3	101	8	101	100	43	104	100
Cc1ccc(CSc2nc3ccccc3c(=O)n2CCCC(=O)NCc2ccco2)cc1	92	2.0	1	9	93	33	93	92	11	91	91
Cc1cc(C)cc(OCC(=O)NCC2CCCO2)c1 (stereo not given)	102	0.1	/	1	100	8	101	101	5	103	101
O=C(Oc1ccccc1C(=O)Nc1ccccc1)c1ccccc1Br	104	/	/	-1	102	7	105	107	12	106	102
O=C(CSc1ccc(C(F)(F)F)cc1[N+](=O)[O-])Nc1ccccc1	99	0.8	/	38	97	11	98	99	35	101	98
CN(CCc1ccccn1)C(=O)CCC1CCCN(C(=O)c2ccccn2)C1 (stereo not given)	100	0.2	/	0	101	17	101	107	14	103	98
CCCc1nc2sc3ccccc3c(=O)c2c(=O)n1CCOC	104	0.8	/	4	103	31	105	105	18	107	103
COc1ccc(O)c(-c2[nH]ncc2C(=O)c2ccccc2)c1	100	0.8	/	6	95	5	96	96	24	97	94

3 structures already listed, ordered by SMILES length, smallest number first.
SMILES	Cdc42 wt GTP	ABCB1 inh	Pf gamet viab	ABCG2 inh	Rab2 wt GTP	Avidin fluor	HRas wt GTP bind	Rab7 wt modul	GSH fluor	Rac1 wt GTP bind	Rac1 mut GTP
Cc1cc(C)cc(OCC(=O)NCC2CCCO2)c1 (stereo not given)	102	0.1	/	1	100	8	101	101	5	103	101
O=C(Oc1ccccc1C(=O)Nc1ccccc1)c1ccccc1Br	104	/	/	-1	102	7	105	107	12	106	102
Cc1ccc(C(c2nnnn2CS(=O)(=O)c2ccc(C)cc2)N2CCC(C)CC2)cc1 (stereo not given)	103	1.8	/	3	101	8	101	100	43	104	100
